Compound activity from PubChem BioAssay.
CYP2C9 act – activators of human CYP2C9. recombinant CYP2C9, luciferin-H conversion, luminescence; hits give high values; factor 1 = untreated enzyme, 0 = blocked. AID 1024. activation factor at 5 µM. P11712. actives 1.4% (n = 96,000);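 active means activation factor of 2 or more for CYP2C9 at a 5 µM dose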;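 further: 0 = sulfaphenazole-blocked wells and 1 = vehicle-only wells; values of inactives mirror those of a sister screen read the other way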
EphB4 antag – antagonists of human EphB4-ephrin-B2 interaction; EphB4 LBD / TNYL-RAW-Alexa532 peptide, fluorescence polarization; inhibition, % at 7 µM; P54760; actives 0.15% (n = 97,000); AID 720;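 active means inhibition above the screen-wide mean inhibition plus 3 SD, cut at about 15% in these data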;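 further: 0% = DMSO wells and 100% = excess unlabeled TNYL-RAW peptide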
PLK1 kinase inh – inhibitors of human PLK1 kinase. P53350. recombinant PLK1 kinase, TR-FRET peptide phosphorylation. inhibition, % at 10 µM. actives 0.53% (n = 97,000);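 active means inhibition of 50% or more in the single-concentration screen; inactive means inhibition below 50%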;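 further: 0% = DMSO max control and 100% = H-89 dihydrochloride min control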
Target sequence (P53350 whole entry, looked up): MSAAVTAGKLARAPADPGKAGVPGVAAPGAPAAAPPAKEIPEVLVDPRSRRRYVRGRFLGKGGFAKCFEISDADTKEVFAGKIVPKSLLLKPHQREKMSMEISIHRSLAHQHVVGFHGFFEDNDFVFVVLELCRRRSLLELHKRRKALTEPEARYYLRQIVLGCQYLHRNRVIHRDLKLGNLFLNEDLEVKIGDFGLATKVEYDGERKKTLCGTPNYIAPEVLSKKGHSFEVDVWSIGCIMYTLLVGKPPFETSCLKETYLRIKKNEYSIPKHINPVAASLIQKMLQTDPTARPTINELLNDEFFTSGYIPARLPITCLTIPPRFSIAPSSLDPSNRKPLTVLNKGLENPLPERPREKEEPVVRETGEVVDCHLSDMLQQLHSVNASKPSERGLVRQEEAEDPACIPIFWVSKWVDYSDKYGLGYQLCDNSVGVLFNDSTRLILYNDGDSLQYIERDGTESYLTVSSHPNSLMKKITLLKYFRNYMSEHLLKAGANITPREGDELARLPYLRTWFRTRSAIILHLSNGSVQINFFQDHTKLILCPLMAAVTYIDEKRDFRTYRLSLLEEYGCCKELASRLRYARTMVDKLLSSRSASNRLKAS
Calb biofilm kill – kills Candida albicans biofilms; C. albicans biofilm + clotrimazole, Alamar Blue; inhibition, % at 6 µM; actives 0.14% (n = 85,000); AID 834;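 active means inhibition above 20%; inactive means inhibition below 20%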;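 further: preformed 24 hr biofilms exposed to compound for 48 hr; 0% = biofilm without compound and 100% = blank killed by clotrimazole plus chlorhexidine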
PTPN22 inh 2 – LYP (human) phosphatase inhibition; Q9Y2R2; recombinant LYP catalytic domain, DiFMUP fluorescence; inhibition, % at 2 µM; actives 0.21% (n = 96,000); AID 640;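 active means inhibition at 2 µM at or above a set limit, the screen mean plus 3 SD, cut at about 24% in these data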;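 further: 0% = DMSO with enzyme and 100% = enzyme fully blocked by orthovanadate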
CYP2C9 inh – human CYP2C9 inhibition; P11712; CYP2C9 Supersomes, luciferin-H conversion, luminescence; inhibition, % at 5 µM; actives 20% (n = 96,000); AID 777;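 active means blocking of liver enzyme CYP2C9 beyond about 50% at 5 µM, limit read from the data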; further: values of inactives mirror those of a sister screen read the other way
PTPN22 act – LYP (human) phosphatase activation | Q9Y2R2 | recombinant LYP, DiFMUP fluorescence; 0 = plate median, 100 = signal doubled | activation, % at 2 µM | actives 0.11% (n = 96,000) | AID 697;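 active means activation at 2 µM above a set limit, the mean plus 5 SD, cut at about 37% in these data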
Rev-RRE block – inhibitors of HIV-1 Rev-RRE RNA interaction | inhibition, % at 8 µM | P05866 | AID 704 | Rev peptide-RRE RNA binding, FRET | actives 0.79% (n = 97,000);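 active means inhibition above the screen-wide mean plus 3 SD, cut at about 35% in these data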;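 further: 0% = median DMSO wells and 100% = median Neomycin B control wells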
Target sequence (P05866 whole entry, looked up): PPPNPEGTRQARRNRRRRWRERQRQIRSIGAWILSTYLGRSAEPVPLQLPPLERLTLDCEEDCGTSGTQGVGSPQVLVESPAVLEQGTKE
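Test system – labelled RRE RNA duplex and labelled Rev peptide · Reagent – labelled Rev peptide · Doses – one concentration, 8 µM nominal · Incubation – 5 + 15 min at 25 °C · Signal – FRET fluorescence readout · Read-out basis – % inhibition of FRET ratio versus controls · Control set – DMSO wells as 0% and neomycin B wells as 100% inhibition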
PLK1 PBD inh – Plk1 (human) PBD binding inhibition; P53350; Plk1 PBD phosphopeptide binding, fluorescence polarization; inhibition, %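 (tested at about 20 µM)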; actives 0.13% (n = 97,000); in the data active means inhibition above about 34%, passing the limit was not always enough
Active calls of the source: *; / = no result given.

SMILES | CYP2C9 act | EphB4 antag | PLK1 kinase inh | Calb biofilm kill | PTPN22 inh 2 | CYP2C9 inh | PTPN22 act | Rev-RRE block | PLK1 PBD inh
CCOC(=O)c1ccc(NC(=O)N2CCN(c3ccccn3)CC2)cc1 | 1.2 | 1 | -11 | 1 | 6 | -17 | -4 | 16 | -16
CC1Cc2ccccc2N1C(=O)C1CCCN(S(=O)(=O)c2cccc3cccnc23)C1 (stereo not drawn) | 0.7 | -1 | 55* | 8 | / | 27 | / | 10 | 22
CCN1C(=O)/C(=C\c2cccs2)C(C(=O)OC)=C1C | 0.5 | 5 | -14 | -4 | 8 | 51* | -5 | 5 | -6
CC(=O)Nc1ccc(S(=O)(=O)N2CCC(NC(=O)C(Cc3cccn3C)NC(C)=O)CC2)cc1 (stereo not drawn) | 0.8 | 7 | -13 | -2 | 3 | 18 | -2 | 5 | -5
O=C(O)CNCC1COc2ccccc2O1 (stereo not drawn) | 0.9 | 5 | -5 | 9 | -3 | 8 | 2 | 10 | 3
CCc1n[nH]c2c1C(=O)CC(C)(C)C2 | 1 | -1 | -8 | 10 | 2 | -4 | -6 | 4 | -3
Fc1cccc(Cl)c1CSc1nnc(CN2CCOCC2)n1-c1ccccc1 | 0.9 | 9 | -3 | / | -2 | 11 | 2 | 3 | 0
O=C1CCCc2c1cc(-c1ccccc1)n2-c1ccccc1 | 0.8 | 5 | -11 | / | 8 | 16 | -4 | 7 | -33
COc1ccc(C)cc1S(=O)(=O)Nc1ccc(F)cc1 | 0.3 | -3 | -3 | 5 | -10 | 72* | 8 | 1 | -24
COc1ccc(C2NCCO2)cc1OC (stereo not drawn) | 1 | -5 | -6 | 6 | 0 | 0 | -1 | 9 | 8
O=C(NCc1cccs1)C1CCN(S(=O)(=O)c2cccc3cccnc23)CC1 | 1.8 | / | -28 | 2 | -5 | -77 | 4 | / | -15
CC(=O)c1cccc(N(CC(=O)N2CCOCC2)S(C)(=O)=O)c1 | 1 | 4 | -9 | 2 | -2 | -5 | -3 | 7 | 0
COCCn1c(C)cc(C(=O)COC(=O)c2ccc(NC(=O)CC#N)cc2)c1C | 1.1 | 3 | 3 | 4 | 16 | -13 | -15 | 16 | -6
COC(=O)CCc1c(C)nc(N)[nH]c1=O | 1 | -2 | -3 | 6 | 1 | -1 | 1 | 8 | 12
O=C(COc1ccc(Cl)cc1Cl)NCc1ccncc1 | 0 | 1 | -7 | -5 | -2 | 95* | 2 | 5 | -4
COC(=O)[C@H](CCSC)NC(=O)Nc1ccc(C)c(C)c1 | 0.8 | 0 | 0 | 5 | 1 | 22 | -2 | 2 | -5
COC(=O)c1ccc(C(=O)OC)c(NC(=O)CN(c2ccc3c(c2)OCO3)S(C)(=O)=O)c1 | 0.2 | 4 | -9 | -2 | 11 | 76* | -10 | 10 | 23
OC(COc1ccc2c(c1)CCC2)CN1CCN(c2ccccc2F)CC1 (stereo not drawn) | 1 | -5 | -5 | 6 | 7 | -2 | -3 | 11 | -16
COC(=O)COc1ccc(S(=O)(=O)NCc2cccnc2)cc1 | 0.9 | 0 | -7 | 10 | 10 | 15 | -7 | 10 | -7
Cc1ccc(SCCNC(=O)c2ccc(C)c([N+](=O)[O-])c2)cc1 | 0.5 | -1 | -8 | / | 10 | 47 | -8 | 7 | -6

An excerpt of these results, in CSV form:
SMILES,CYP2C9 act,EphB4 antag,PLK1 kinase inh,Calb biofilm kill,PTPN22 inh 2,CYP2C9 inh,PTPN22 act,Rev-RRE block,PLK1 PBD inh
CCc1n[nH]c2c1C(=O)CC(C)(C)C2,1,-1,-8,10,2,-4,-6,4,-3
COC(=O)CCc1c(C)nc(N)[nH]c1=O,1,-2,-3,6,1,-1,1,8,12

(cont.)
SMILES | CYP2C9 act | EphB4 antag | PLK1 kinase inh | Calb biofilm kill | PTPN22 inh 2 | CYP2C9 inh | PTPN22 act | Rev-RRE block | PLK1 PBD inh
NC(Cc1cccc2nsnc12)C(=O)O (stereo not drawn) | 0.9 | -3 | 6 | 3 | -14 | 6 | 13 | -2 | -5
CC1(c2ccc(OC(F)F)cc2)NC(=O)N(CC(=O)Nc2ccc3c(c2)OCO3)C1=O (stereo not drawn) | 0.8 | -3 | -6 | 5 | -4 | 16 | 10 | 0 | 2
C/C(=N\Nc1cc(Cl)nc(C)n1)c1ccc(Cl)c(Cl)c1 | 1.3 | 0 | -6 | / | / | -34 | / | 2 | 14
O=C(O)CCSCC(=O)c1ccc2c(c1)OCCO2 | 1.2 | -3 | 13 | 3 | -2 | -16 | 1 | 1 | -12
CC1CCc2nn(CC(=O)NCCCN3CCCCC3)cc2C1 (stereo not drawn) | 1 | / | -6 | 13 | 1 | 2 | -3 | / | 6
Cc1ccc(N(CC(=O)N2CCn3c2nc2ccccc23)S(=O)(=O)c2c(C)n[nH]c2C)cc1 | 0.4 | -6 | -9 | 0 | 1 | 64* | -2 | 10 | 42
Cc1ccc(C)c(NC(=O)C2CC3c4ccccc4C2c2ccccc23)c1 (stereo not drawn) | 0.7 | -7 | -6 | / | 3 | 32 | 2 | 14 | 24
COC(=O)c1ccc(NC(=O)c2ccc(N(C)S(C)(=O)=O)cc2)cc1 | 0.9 | 2 | -1 | -1 | 8 | 5 | -8 | 6 | -2
O=C(NCc1cccnc1)/C(=C/c1ccco1)NC(=O)c1ccccc1 | 1 | -2 | -1 | / | 6 | 3 | -3 | 2 | -6
NC(=O)c1ccsc1NC(=O)CN1C(=O)C2CC=CCC2C1=O (stereo not drawn) | 1 | 12 | -4 | 5 | 8 | 0 | -10 | 12 | -9
CCOc1ccc(OCC)c(NC(=O)C2CCN(c3ncccn3)CC2)c1 | 0.5 | 1 | -7 | 0 | 2 | 52* | -3 | 10 | 12
Cc1cccc(C)c1NC(=O)C/C(N)=N/O | 0.9 | -3 | -1 | / | 5 | 11 | -6 | 4 | -13
CC(C)COC(=O)N1CCCC1C(=O)O (stereo not drawn) | / | -8 | 1 | 4 | -27 | / | 28 | 3 | 9
Cc1ccc(CSCCNC(=O)/C=C/c2ccc(Cl)cc2)cc1 | 1 | 2 | -10 | / | 4 | 1 | -5 | 10 | 13
COC(=O)CCSCc1cn2cc(Cl)ccc2n1 | 1 | 0 | -6 | 10 | 5 | -1 | -2 | 5 | -6
Cc1ccc(S(=O)(=O)C2(C(=O)N3CCCCC3C)CC2)cc1 (stereo not drawn) | 0.9 | 0 | -7 | 5 | -7 | 7 | 4 | 0 | 20
COc1ccc(C(O)c2nccn2Cc2ccccc2)cc1OC (stereo not drawn) | 1.1 | 11 | -8 | 2 | 9 | -8 | -8 | 10 | -33
CC(C)CCNC1=NCCCCC1 | 1 | -30 | -4 | 6 | -1 | 2 | 4 | 2 | 4
O=C1CCCC2=C1C(c1ccc(Br)cc1)c1c([nH]c(=S)[nH]c1=O)N2 (stereo not drawn) | 0.6 | 5 | -7 | 7 | 11 | 38 | -7 | 10 | 1
CN(C)S(=O)(=O)c1ccc(C(=O)Nc2ccccc2F)cc1 | 1 | 6 | -4 | -1 | -2 | -2 | 0 | 8 | -4
COc1ccc(/C(O)=C2/C(=O)C(=O)N(Cc3cccnc3)C2c2ccco2)cc1OC (stereo not drawn) | 0.6 | -2 | -3 | 7 | 8 | 37 | -3 | 3 | 19
CCC1(c2ccccc2)NC(=O)N(CC(=O)Nc2ccc3c(c2)OCO3)C1=O (stereo not drawn) | 0.8 | 1 | -2 | 6 | -1 | 20 | 2 | 5 | 31
CC(=O)c1ccc(NC(=O)C2CCC(C)(C(=O)O)C2(C)C)cc1 (stereo not drawn) | 0.9 | 0 | -4 | 6 | -4 | 7 | 3 | 3 | 0
CC(NC(=O)Nc1ccc(O)cc1)(C(F)(F)F)C(F)(F)F | / | 2 | -10 | / | -14 | / | 9 | 4 | 7
Cc1noc(NS(=O)(=O)c2ccc(NC(=O)c3ccc(Br)o3)cc2)c1C | 0.9 | 0 | 4 | 6 | -4 | 9 | 0 | 6 | -9
O=c1c2ccccc2nc(N2CCN(c3ccccc3)CC2)n1Cc1ccccc1 | 0.3 | -10 | -9 | 10 | -2 | 71* | -2 | 7 | 2
COC(=O)c1ccccc1S(=O)(=O)Nc1ccc2cn[nH]c2c1 | 0.2 | 1 | -1 | 6 | 0 | 80* | -1 | 4 | -4
CC(C)NC(=O)NC(=O)COC(=O)CCOc1ccccc1 | 0.9 | 2 | -14 | / | -5 | 6 | 5 | 1 | 4
Cc1cccc(OCCCn2c(CCNC(=O)C(C)C)nc3ccccc32)c1 | / | 2 | -5 | / | / | / | / | 0 | 5
CCOC(=O)C1=C(CSc2nc3c(cc2C#N)CCC3)OC(N)=C(C#N)C1c1ccccc1 (stereo not drawn) | / | 6 | -14 | 3 | 9 | / | -10 | 21 | 15
Cc1ccc(Oc2nccc(-c3ccc(Cl)cc3)n2)cc1 | 0.8 | 14 | -7 | / | -9 | 24 | 7 | 4 | 1
Cc1cc(NC(=O)CSc2cn(C)c3ccccc23)no1 | 0.9 | 0 | 5 | 8 | 6 | 9 | -8 | 6 | 13
CCn1c(SCC(=O)Nc2nc(-c3ccc(C)cc3)cs2)nnc1-c1ccccc1O | 0.3 | -5 | 4 | 5 | 10 | 72* | -6 | 4 | 16
Cc1ccsc1CNn1cnnc1SCc1ccccc1F | 0.9 | -4 | 4 | 9 | -4 | 14 | 6 | 3 | 22
CC(C)CCn1c(SCC(=O)c2ccccc2)nc2c1c(=O)[nH]c(=O)n2C | 0.3 | 7 | -6 | 0 | -6 | 73* | 4 | 4 | -12
N#C/C(=N\Nc1c(Cl)cccc1Cl)C(=O)NN | 1.2 | -3 | 79* | / | -3 | -16 | 2 | 6 | 2
CCC(C)C(=O)N1CCc2cc(-c3csc(N)n3)ccc21 (stereo not drawn) | 0.3 | -13 | -8 | 5 | -7 | 70* | 6 | -4 | -12
Oc1ccc2ccccc2c1/C=N/Nc1nnc(-c2ncc[nH]2)c2ccccc12 | 0.9 | 5 | 27 | / | -7 | 14 | 9 | 8 | -22
NC(=O)C1CCN(C(=O)CSc2nc3ccccc3s2)CC1 | 0.8 | 4 | -15 | -1 | 7 | 23 | -5 | 7 | 9
Cc1cc(Oc2ccc(C#N)cc2)nc(N2CCOCC2)n1 | 0.6 | -8 | -3 | 6 | 1 | 38 | -2 | -1 | -13
O=C(NCCc1c[nH]c2ccccc12)C1CCC(Cn2c(=S)[nH]c3ccccc3c2=O)CC1 (stereo not drawn) | 0 | 0 | 7 | 3 | 8 | 98* | -9 | 0 | -20
CN(C)S(=O)(=O)N1CCN(CC(O)COc2ccc(C(=O)c3ccccc3)cc2)CC1 (stereo not drawn) | 0.6 | -6 | -1 | 15 | -1 | 38 | 4 | 7 | -12

Whole records as entered above. Values in the order: CYP2C9 act, EphB4 antag, PLK1 kinase inh, Calb biofilm kill, PTPN22 inh 2, CYP2C9 inh, PTPN22 act, Rev-RRE block, PLK1 PBD inh
COc1ccc(/C(O)=C2/C(=O)C(=O)N(Cc3cccnc3)C2c2ccco2)cc1OC (stereo not drawn) as listed: 0.6, -2, -3, 7, 8, 37, -3, 3, 19
CCC(C)C(=O)N1CCc2cc(-c3csc(N)n3)ccc21 (stereo not drawn) as listed: 0.3, -13, -8, 5, -7, 70*, 6, -4, -12

Structures above with bromine (2):
SMILES | CYP2C9 act | EphB4 antag | PLK1 kinase inh | Calb biofilm kill | PTPN22 inh 2 | CYP2C9 inh | PTPN22 act | Rev-RRE block | PLK1 PBD inh
O=C1CCCC2=C1C(c1ccc(Br)cc1)c1c([nH]c(=S)[nH]c1=O)N2 (stereo not drawn) | 0.6 | 5 | -7 | 7 | 11 | 38 | -7 | 10 | 1
Cc1noc(NS(=O)(=O)c2ccc(NC(=O)c3ccc(Br)o3)cc2)c1C | 0.9 | 0 | 4 | 6 | -4 | 9 | 0 | 6 | -9
